# High-throughput results from PubChem BioAssay.
# Apoferritin bind: qHTS Assay for Identification of Novel General Anesthetics | Ferritin light chain (Equus caballus), P02791 | apoferritin/1-aminoanthracene competitive binding, fluorescence | Potency, µM (series often up to 77.5 µM), without a hit: at the highest dose activity change, negative = displacement, most hits filed as inhibitors | 0.074% of 350,000 active | AID 485281, 2010; note: potency is the fitted concentration of half-maximal effect; % is set by controls: 0 for no effect and ±100 for the full control effect; nearly all actives have a fitted effect of over 20% in size
# Target sequence (P02791 2-175 limits assumed): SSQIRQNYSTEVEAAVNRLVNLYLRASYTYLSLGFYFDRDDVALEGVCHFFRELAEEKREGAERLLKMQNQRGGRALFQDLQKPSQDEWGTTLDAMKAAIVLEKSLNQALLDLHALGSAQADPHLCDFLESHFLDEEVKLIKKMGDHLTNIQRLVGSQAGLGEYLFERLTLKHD
#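 Apoferritin-based anesthetic binding model; compound displacement of fluorescent 1-AMA measured as endpoint fluorescence after 10 minutes at room temperature, scaled to free-ligand and complex controls.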
# D1 agonist: Allosteric Agonists of the Human D1 Dopamine Receptor: qHTS; D(1A) dopamine receptor (Homo sapiens), P21728; HEK293 T-REx D1 cells, calcium flux, agonist mode; activation, % at 2 µM; 1% of 360,000 active; AID 504660, 2011; in the data active = activation above about 30%; note: 0% is about no effect
#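 Tetracycline-induced HEK293 TREx D1 cells, force-coupled to calcium signalling, were dye-loaded with a no-wash calcium kit. Compound was pin-added after a 10 s baseline. Fluorescence was read kinetically at 1 cycle/s for 180 s, with calcium rises flagged as agonism.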
# TRHR enhancer: qHTS for Small Molecule Agonists and Allosteric Enhancers of Human TRH Receptor: Primary Screen for Enhancers. Thyrotropin-releasing hormone receptor (Homo sapiens), P34981. TRHR cells, fluo-8 calcium fluorescence, EC20 TRH enhancement. enhancement, % at 2 µM. 0.66% of 360,000 active. AID 493056, 2011; in the data active = enhancement above about 30%; note: 0% is about no effect
#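 Enhancer read-out: after compound pinning and an initial kinetic agonist-mode read, an EC20 of TRH (10 nM final) was injected and fluo-8 calcium signal (Ex 480/Em 530) followed at 1 s/cycle for 100 cycles in TRHR-expressing cells.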
# RXFP1 ag: qHTS Assay for Agonists of the Relaxin Receptor RXFP1; HEK293T-RXFP1 cAMP TR-FRET, 30 min; response scale: percent of porcine relaxin response, buffer zero; Potency, µM (top dose mostly 57.5 µM), for inactives: at the highest dose activation, actives largely listed as activators; 0.3% of 370,000 active; note: potency is the fitted concentration of half-maximal effect; % is set by controls: 0 for no effect and ±100 for the full control effect; nearly all actives have a fitted effect of over 60% in size; many of its hits are not listed in these tables
# Target sequence (Q9HBX9 whole entry, looked up): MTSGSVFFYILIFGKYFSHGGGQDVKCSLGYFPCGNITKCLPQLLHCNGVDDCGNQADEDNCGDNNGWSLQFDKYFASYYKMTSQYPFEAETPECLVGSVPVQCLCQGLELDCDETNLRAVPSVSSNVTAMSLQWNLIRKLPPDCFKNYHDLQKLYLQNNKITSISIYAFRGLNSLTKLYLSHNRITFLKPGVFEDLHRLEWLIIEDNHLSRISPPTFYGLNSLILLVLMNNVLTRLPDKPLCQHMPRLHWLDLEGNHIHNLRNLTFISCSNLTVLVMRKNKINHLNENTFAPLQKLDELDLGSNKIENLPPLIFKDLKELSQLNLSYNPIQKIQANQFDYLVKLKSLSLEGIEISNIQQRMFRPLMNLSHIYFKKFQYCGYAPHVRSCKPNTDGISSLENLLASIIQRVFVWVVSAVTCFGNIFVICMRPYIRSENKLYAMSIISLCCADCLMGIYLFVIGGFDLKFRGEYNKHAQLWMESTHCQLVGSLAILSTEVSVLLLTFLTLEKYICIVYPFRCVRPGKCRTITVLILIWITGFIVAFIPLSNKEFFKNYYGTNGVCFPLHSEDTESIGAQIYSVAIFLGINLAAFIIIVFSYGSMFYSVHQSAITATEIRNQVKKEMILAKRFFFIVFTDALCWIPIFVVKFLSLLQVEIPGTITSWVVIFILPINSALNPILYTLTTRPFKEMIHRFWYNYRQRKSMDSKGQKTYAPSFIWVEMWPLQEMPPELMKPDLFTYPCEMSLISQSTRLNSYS
#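 cAMP rise read by TR-FRET after 30 min, 37C compound exposure (up to 58 uM) in RXFP1-transfected HEK293 cells with Ro 20174 present. EC50 from Hill-equation fits, with 29 nM porcine relaxin as 100% and buffer as basal.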
# D1 antagonist: Antagonist of Human D 1 Dopamine Receptor: qHTS | HEK293 TREx D1 cells, calcium flux, dopamine EC80; active compounds read low | activity change, negative = inhibition, % at 10 µM | AID 504652, 2011 | 3.2% of 360,000 active | D(1A) dopamine receptor (Homo sapiens), P21728; in the data active = activity change below about -30%; note: % is set by controls: 0 for no effect and ±100 for the full control effect
#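 Kinetic fluorescence of a calcium dye serves as the read-out. D1-expressing Hek293 Trex cells, induced overnight at 30 C, are exposed to compound for 180 s before an EC80 dopamine addition, then read 180 s further.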
# RXFP1 antagonist: qHTS Assay for Antagonists of the Relaxin Receptor RXFP1; activity change, negative = inhibition, % at 57.5 µM; Relaxin receptor 1 (Homo sapiens), Q9HBX9; AID 1259400, 2018; 0.59% of 350,000 active; HEK293-RXFP1, relaxin-stimulated cAMP HTRF, 30 min; active compounds read low;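 active = activity change of -60% or lower, but not beyond a set lower limit; inconclusive = change between -60% and -40%, or beyond the set limit; inactive = change above -40%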; note: % is set by controls: 0 for no effect and ±100 for the full control effect
# D1 potentiator: Potentiators of Human D1 Dopamine Receptor: qHTS | potentiation, % at 10 µM | HEK293 TREx D1 cells, calcium flux, dopamine EC20 potentiation | 0.036% of 360,000 active | D(1A) dopamine receptor (Homo sapiens), P21728; in the data active = potentiation above about 30%; note: 0% is about no effect
# D2 PAM: HTS Assay for Positive Allosteric Modulators of the Human D2 Dopamine Receptor: Primary Screen for Potentiators | 0.34% of 340,000 active | potentiation, % at 10 µM | AID 485347, 2010 | HEK293 T-REx D2, calcium flux, EC20 dopamine potentiation | D(2) dopamine receptor (Homo sapiens), P14416;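 active = potentiation over 3 SD above the plate norm, cut at about 30% in these data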; note: 0% is about no effect
#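 Potentiation of an EC20 dopamine calcium response measured kinetically over 180 s, after a preceding 180 s compound-only read flagging agonists. Cells: inducible Hek293 Trex D2 line, 4000/well, cultured overnight at 30 C before dye loading.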
# TRHR ag: qHTS for Small Molecule Agonists and Allosteric Enhancers of Human TRH Receptor: Primary Screen for Agonists; Thyrotropin-releasing hormone receptor (Homo sapiens), P34981; TRHR cells, calcium flux fluo-8, FDSS agonist mode; activation, % at 2 µM; 0.18% of 360,000 active; AID 493084, 2011; in the data active = activation above about 30%; note: 0% is about no effect
#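 TRHR-expressing cells loaded with fluo-8 calcium dye; 23 nL library compound pin-transferred, kinetic FDSS fluorescence (Ex 480/Em 530) recorded about 180 s for agonist-induced calcium release, before a 10 nM TRH EC20 addition for potentiator mode.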
# An asterisk follows results filed as active; ? = inconclusive; . = not tested or not shown; & = joins results of further samples; [ ] = dose if it differs, or a comment. Unless noted, calls come from the whole dose curve; as a rule, active = well fitted curve in the direction sought with a large enough effect; inconclusive = small, poorly fitted or top-dose-only effect, or another doubt; inactive = no such curve, though single readings can be large; an effect the other way counts as inactive or inconclusive.
Apoferritin bind,D1 agonist,TRHR enhancer,RXFP1 ag,D1 antagonist,RXFP1 antagonist,D1 potentiator,D2 PAM,TRHR ag,SMILES
-7.9%,4.9,9.9,0.8%,6.9,-3.4,-7.7,-4.7,-1.0,CCCC(C)(C)NC(=O)CCCCC(=O)NC(C)(C)CCC
-7.8%,3.9,-0.6,0.2%,-0.9,3.6,0.8,3.3,0.3,O=C(Nc1ccccn1)c1ccc(COc2ccccc2Cl)o1
-3.7%,0.6,13.1,2.0%,9.8,3.6,-1.2,12.1,1.6,O=C(NCc1ccccc1)C1CC(=O)N(C2CCCCC2)C1 (stereo not drawn)
4.7%,-0.7,-0.1,25.4%,10.6,9.1,8.1,14.3,-0.3,O=C(CSc1cccc[n+]1[O-])Nc1cc(S(=O)(=O)N2CCOCC2)ccc1N1CCOCC1
-10.7%,2.7,1.5,0.6%,-3.3,9.5,-5.3,-7.8,0.2,COc1ccc(CN2CSC(=S)N(Cc3ccccc3)C2)cc1
-7.7%,5.8,-5.4,1.6%,5.2,-37.6,-3.1,1.7,0.0,COc1cccc(C2C(C(=O)OCc3ccccc3)=C(C)Nc3ncnn32)c1OC (stereo not drawn)
-9.3%,0.1,-5.8,1.2%,-6.0,-8.1,-4.0,-11.7,-0.2,COc1ccc(Br)cc1CN1CCCCCC1
-20.6%,0.0,3.1,-0.6%,8.0,4.2,5.7,-3.4,0.1,[O-]/C(=C(\C(=S)Nc1cccc2ccccc12)[n+]1ccccc1)c1ccc(Cl)s1
.,5.1,-3.0,2.2%,0.2,13.4,0.1,5.9,-0.9,CC1C(=O)N2CCCc3cc(NS(=O)(=O)c4ccc(F)cc4)cc1c32 (stereo not drawn)
-2.5%,0.7,0.4,-0.3%,-7.1,3.9,0.5,-3.7,0.3,CCOC(=O)C1CN(S(=O)(=O)c2ccc(C)cc2)C1
-6.6%,-0.1,5.7,0.3%,18.8,-5.1,5.0,7.1,-0.8,CCOC(=O)CSc1nnc(Cc2cc(=O)[nH]c(=O)[nH]2)n1-c1cccc(OC)c1
-17.7%,1.0,3.5,2.5%,-8.6,-7.0,6.9,4.3,2.4,C#CCn1c(=NC(=O)c2ccc(S(=O)(=O)N3CCc4ccccc4C3)cc2)sc2cc(S(N)(=O)=O)ccc21
-18.4%,3.0,9.7,-0.3%,1.5,-6.3,0.2,-10.3,-0.3,O=C(CN1C(=O)c2ccccc2C1=O)c1ccccc1
.,-0.1,8.1,1.4%,-5.4,-6.7,-3.9,10.1,-0.3,COc1ccc(S(=O)(=O)N2CCN(C(=O)c3cc(C)oc3C)CC2)cc1OC
-4.1%,0.1,4.4,0.2%,-38.5*,5.3,-8.9,.,-0.1,N/C(=N\OC(=O)c1cccc(Cl)c1)c1ccccn1
-9.1%,3.7,1.6,1.1%,-14.2,.,-0.1,2.5,0.1,Cc1ccc2c(c1)N/C(=C(\C=C(/Cl)[N+](=O)[O-])[N+](=O)[O-])N2
183.0%[activator],2.3,7.1,10.0%,-7.9,.,.,5.7,0.2,Cc1cccn2c(=O)c3cc(C(=O)NC4CCS(=O)(=O)C4)sc3nc12 (stereo not drawn)
98.3%[activator],0.7,-0.8,2.5%,-8.3,-6.5,-0.9,3.1,0.4,CCOC(=O)c1cc(-c2cc3ccccc3o2)nc2c1c(=O)[nH]c(=O)n2CCOC
.,4.8,-3.5,0.3%,-41.0*,1.8,-10.8,4.0,-0.2,CCOC(=O)c1c(C)[nH]c(C(=O)CN(C)CC(=O)Nc2ccccc2Cl)c1C
.,3.0,3.2,4.2%,-10.8,2.5,-4.0,-8.0,-0.1,CCN(CC)CCCn1c2c(c(SCC(=O)Nc3ccc4c(c3)OCCO4)nc1=O)CCC2
?,8.3,1.7,1.6%,-8.6,.,-6.4,-2.7,1.7,CCc1ccc(NC(=O)Cn2nc(SC)c(S(=O)(=O)c3ccc(OC)cc3)c2N)cc1
1.7%,4.2,-5.4,-0.8%,16.5,-4.1,-2.4,7.2,0.2,CC(=O)NC1C(=O)N(CCN2CCOCC2)c2ccc(Br)cc21 (stereo not drawn)
-5.8%,3.6,2.8,-1.0%,5.4,-1.5,-3.3,-4.8,-2.2,CCCNC(=O)Nc1cc(OCC)c(N2CCOCC2)cc1OCC
1.8%,1.8,-3.8,-0.6%,1.8,5.7,-5.8,5.3,0.5,O=C(NCCc1ccccc1)c1ccco1
.,1.3,-1.3,1.0%,15.8,-1.4,2.5,5.1,0.0,CC(C)CCN(C(=O)C1=COCCO1)c1c(N)n(Cc2ccccc2)c(=O)[nH]c1=O
-8.3%,3.0,-3.0,-0.9%,.,-3.7,1.6,6.0,-0.1,COc1ccc(-c2[nH]ncc2-c2nc(C)cs2)c(O)c1
-5.9%,1.8,1.4,-0.9%,-4.3,.,4.7,8.2,-0.2,Cc1cc(C)c2c(n1)SCC(=O)N2CC(=O)Nc1cccc(C)c1C
-3.7%,0.6,2.1,0.4%,-2.6,.,2.1,-2.4,0.4,COc1ccc(OC)c(NC(=O)c2c(NC(=O)c3ccco3)sc3c2CCC3)c1
-3.5%,3.8,0.2,6.1%,-24.3,-15.2,-0.2,-2.2,0.3,O=C(Nc1ccc(N2CCOCC2)cc1)c1ccc(S(=O)(=O)NCc2ccco2)cc1
?,8.6,-4.7,-0.5%,-13.8,0.5,-6.4,6.1,0.2,COc1ccc(CSc2nc3ccccc3[nH]2)cc1
-12.5%,0.9,-4.3,0.5%,-2.5,19.3,-6.5,2.4,0.3,O=C(O)CCC(=O)N(Cc1cccnc1)Cc1cccc(F)c1
?,14.6,2.8,5.8%,15.5,2.0,-2.0,2.5,-0.5,COc1cccc(CNC(=O)CS(=O)(=O)Cc2nc(-c3ccc(C)cc3)oc2C)c1OC
-7.0%,1.0,-6.2,1.7%,-17.3,.,-4.7,-17.7,0.3,O=C(NC(=S)N1CCN(C(c2ccccc2)c2ccccc2)CC1)c1ccc(S(=O)(=O)N2CCOCC2)cc1
.,2.8,-0.8,2.1%,-1.1,0.8,1.3,-0.3,0.3,CC(=O)Nc1ccc(S(=O)(=O)N2CCN(S(=O)(=O)c3cccs3)CC2)cc1
3.9%&-4.8%&-14.3%,5.8,3.4,1.1%,-16.0,.,-2.6,5.7,-0.2,CC(=O)[C@H]1[C@H](C#N)C[C@H]2[C@@H]3CC=C4C[C@@H](O)CC[C@]4(C)[C@H]3CC[C@@]21C
-9.2%,0.7,-0.6,3.3%,6.2,0.7,1.0,9.4,-0.8,CCn1c(=O)c2cc(C(=O)NCCN3CCOCC3)sc2c2ccccc21
-11.0%,6.5,-3.6,-1.7%,2.2,4.0,-1.8,2.0,0.8,CC(CCc1ccccc1)NC(=O)COc1ccc(S(=O)(=O)N2CCOCC2)cc1[N+](=O)[O-] (stereo not drawn)
-13.7%,2.7,-1.9,-2.7%,4.5,5.0,-2.3,0.0,0.7,Cc1cc(C)c(NC(=O)CCCSc2nnc(N)s2)c(C)c1
?,3.1,2.8,1.7%,20.5,?,-6.2,8.2,0.0,CCCCNS(=O)(=O)c1ccc2nc(SCC(=O)c3ccc(C#N)cc3)[nH]c2c1
-18.3%,0.3,-4.0,-2.2%,-6.7,5.3,4.5,0.3,0.2,CCOc1ccccc1NC(=S)/C(=C(\[O-])c1ccc2c(c1)OCCO2)[n+]1ccc(CC)cc1
-5.2%,0.8,-4.0,-1.2%,-25.9,0.7,-0.7,-19.5,2.0,COc1ccccc1-c1ccc(Nc2cccc(C(C)=O)c2)nn1
-3.8%,1.5,0.3,0.8%,-19.2,-35.6,-10.6,3.9,-0.1,COc1ccccc1C1OC(c2cccc([N+](=O)[O-])c2)=NN1C(C)=O (stereo not drawn)
-5.6%,3.1,-1.4,1.5%,12.3,0.0,3.1,0.5,-0.9,O=C(c1cccc(S(=O)(=O)N2CCCCC2)c1)N1CCCCC1
-9.0%,-1.1,2.0,-2.1%,.,-3.3,0.8,2.7,-1.0,O=C(c1cccnc1)n1nc(-c2ccco2)nc1NCc1cccs1
48.0%[activator],23.2,-3.2,0.7%,.,0.6,-1.2,7.1,-0.6,CCc1ccc2nc(N(Cc3cccnc3)C(=O)c3cccs3)sc2c1
?,13.8&2.4,1.4&-2.3,4.0%&0.5%,-28.2&-3.9,29.1,-1.0&-2.2,6.4&-4.5,-1.1&1.4,CCc1ccc(NC(=O)CSc2nc3nc(C)cc(C)n3n2)cc1
-2.7%,1.7,-0.9,-0.4%,-8.0,3.1,-1.2,-5.5,0.8,COc1ccc(NC(=O)CSCc2cc(=O)n3cc(C)sc3n2)cc1
-16.0%,2.8,-4.4,0.4%,-0.5,.,-2.8,0.8,-1.3,CCSc1nc2ccccc2n1S(=O)(=O)c1ccccc1
-10.9%,2.8,0.6,0.1%,-11.1,-2.9,9.1,-1.9,-0.6,O=C(CNC(=O)c1ccco1)OCc1ccc(Br)cc1
-4.9%,2.9,-5.0,?,-4.6,.,-6.5,-9.3,0.7,O=C(Nc1c(C(=O)Nc2ccccc2F)oc2ccccc12)c1cc2ccccc2o1
-11.6%,3.0,4.1,6.1%,-15.7,.,-3.4,10.4,0.1,CC(C)CN1C=C2C(=O)C(C)(OC(=O)C3CCCC3)C(=O)C=C2C=C1c1ccsc1 (stereo not drawn)

# Three compounds already listed, sorted by the number in RXFP1 antagonist, descending:
Structure	RXFP1 antagonist
CCc1ccc(NC(=O)CSc2nc3nc(C)cc(C)n3n2)cc1	29.1
[O-]/C(=C(\C(=S)Nc1cccc2ccccc12)[n+]1ccccc1)c1ccc(Cl)s1	4.2
COc1ccccc1-c1ccc(Nc2cccc(C(C)=O)c2)nn1	0.7

# A portion of the library; the hit share may differ from the screen's.
